Mm-Cpn inhibitor = blocks the Methanococcus maripaludis chaperonin Mm-Cpn; purified Mm-Cpn ATPase, ADP Transcreener TR-FRET; Potency, µM (series often up to 76.9 µM), inactives show at the top dose activity, negative = inhibition, usual class: inhibitors; 0.031% of 330,000 active; further: potency means the concentration at half of the fitted maximal effect; on the % scale 0 is the no-effect control and ±100 the full control effect; nearly all actives have a fitted effect of over 80% in size
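ATP (10 uM final) was added to archaeal chaperonin (25 nM final) after 10 min exposure to test compound at 37°C; after 30 min further incubation, ADP was detected by competitive TR-FRET.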
TGFb inhibitor = inhibitors of TGF-b signaling. Potency, µM (highest dose often 46.1 µM), for inactives: at the top dose activity, negative = inhibition, actives largely listed as inhibitors. 1.2% of 410,000 active. AID 588855. HepG2 CAGA-GFP TGF-b/SMAD3 reporter, GFP fluorescence, 18 h; TGF-beta stimulated, 500 pg/mL final; further: potency means the concentration at half of the fitted maximal effect; on the % scale 0 is the no-effect control and ±100 the full control effect; nearly all actives have a fitted effect of over 65% in size
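TGF-beta reporter screen: HEPG2 CAGA-GFP, 1% FBS, 500 pg/mL TGF-beta final, 18 h; per-cell GFP summed per well; curves fitted and categorized by class.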
Abeta yeast res = restores growth of yeast expressing A-beta42 peptide; yeast expressing A-beta42, growth rescue, OD600, 48 h; response scale: 0% DMSO, 100% iron-clioquinol control; Potency, µM (titrated, usually from 46.1 µM), for inactives: at the top dose growth rescue, actives largely listed as activators; 0.063% of 410,000 active; AID 1347071; further: potency means the concentration at half of the fitted maximal effect; nearly all actives have a fitted effect of over 55% in size
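Growth rescue measured by 600 nm absorbance after 48 h yeast culture at 30 C with compound. Values normalized between DMSO and an equimolar ferric chloride plus clioquinol control.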
HepG2 tox = kills HepG2 cells in TGF-b inhibitor counter-screen. HepG2 CAGA-GFP viability, ATP luminescence, 18 h. Potency, µM (top dose mostly 46.1 µM), inactives show at the highest dose activity change, negative = cytotoxicity, usual class: cytotoxic. 0.76% of 410,000 active; further: potency means the concentration at half of the fitted maximal effect; some results filed as inactive show a strong effect at the top dose
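CellTiter-Glo luminescence gave cytotoxicity after 18 hours at 37 degrees C. The cells were HepG2 CAGA-GFP in 1% FBS DMEM, stimulated with 500 pg/mL TGF-beta after compound addition. %Activity was normalised to no-cell wells (complete cell-killing) and DMSO (no toxicity), and curves were fitted and classified.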
Nrf2 inh = blocks Nrf2 signaling; A549 ARE-Fluc reporter, luciferase luminescence, 18-24 h; 2.1% of 360,000 active; Potency, µM (doses to about 46 µM), without a hit: top-dose activity change, negative = inhibition, most hits filed as inhibitors; AID 504444; further: potency means the concentration at half of the fitted maximal effect; on the % scale 0 is the no-effect control and ±100 the full control effect; nearly all actives have a fitted effect of over 60% in size
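Reporter: ARE-Fluc in A549. Exposure: 18-24 h, 37 °C, 5% CO2, 5% FBS OPTI-MEM. Readouts: fluorescent cytotoxicity (CellTiter-Fluor), then luminescent Nrf2 signal after BugLite.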
A549 tox = kills or reduces viability of A549 cells in Nrf2 counter-screen. Potency, µM (highest dose often 46 µM), for inactives: at the highest dose activity change, negative = cytotoxicity, actives largely listed as inhibitors. A549 ARE-Fluc cells, CellTiter-Fluor viability, 18-24 h. 0.16% of 390,000 active. AID 504648; further: potency means the concentration at half of the fitted maximal effect; on the % scale 0 is the no-effect control and ±100 the full control effect
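A549 ARE_Fluc cells in 5% FBS OPTI-MEM were exposed to compounds in concentration-response for 18-24 h at 37 deg C. Viability was read by CellTiter-Fluor fluorescence (Ex 405/Em 525) after 30 min, before the luciferase read.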
Akt phos inh = inhibitors of Akt phosphorylation; AID 651550; Neuro2A IGF-stimulated pAkt S473 HTRF, 20 min; hits give low values; activity change, % for hits at 50 µM; 0.32% of 360,000 active; in the data active means activity change below about -80%; inconclusive means mostly about -51% to -80%; further: on the % scale 0 is the no-effect control and ±100 the full control effect
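Single-point screen (50 µM final compound) in Neuro2A cells stimulated 20 min with 6 nM IGF at 37 deg C. After lysis, Ser473-phosphorylated Akt read by HTRF (ex 330 nm, em 615/665 nm) as the 665/615 ratio.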
CCT chaperon mod = modulators of cytosolic chaperonin (CCT/TRiC) activity. activity change, % (concentration not given with the values), hits read low. purified chaperonin ATPase assay, HTRF ADP detection, 30 min. 0.3% of 360,000 active; in the data active means activity change below about -30%; further: on the % scale 0 is the no-effect control and ±100 the full control effect
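Enzyme 40 or 20 nM (batch-dependent) in Tris pH 7.4/KCl/MgCl2/DTT; cpd 76 uM single point; ATP 10 uM; 30 min 37 °C; Transcreener ADP HTRF detection, 30 min RT; ratio 665/615.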
Nrf2 activator = activates Nrf2 signaling. AREc32 ARE-luciferase reporter (MCF7-derived line), luminescence, 24 h. 0.31% of 410,000 active. AID 624171. Potency, µM (titrated, usually from 46.1 µM), for the others: at the top dose activation, hits mostly activators; further: potency means the concentration at half of the fitted maximal effect; % of control where 0% means no effect; nearly all actives have a fitted effect of over 65% in size
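Luciferase luminescence (Steady-Glo, 30 min at room temperature) served as the read-out of ARE activation in AREc32 cells treated with compounds for 24 hr at 37 deg C.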
* marks the source's active call; other numbers are inactive results; & = joins results of further samples; [ ] = another dose, or the depositor's remark. Unless noted, the call rests on the fitted dose curve; in most records, active means well fitted curve in the direction sought with a large enough effect; inconclusive means small, poorly fitted or top-dose-only effect, or another doubt; inactive means no such curve, though single readings can be large; an effect the other way counts as inactive or inconclusive.

How did CCOc1ccc(-c2nnn(CC(=O)NCc3ccccc3)n2)cc1 do in these assays?
Mm-Cpn inhibitor: 2%; TGFb inhibitor: inconclusive; Abeta yeast res: -5%; HepG2 tox: -22%; Nrf2 inh: inconclusive; A549 tox: inconclusive; Akt phos inh: inactive; CCT chaperon mod: 2.4; Nrf2 activator: 2.6%[9.22 µM]

Results for O=C(Nc1nc(-c2cc3ccccc3o2)cs1)c1ccc(S(=O)(=O)N2CCCC2)cc1 ?
Mm-Cpn inhibitor: inconclusive; TGFb inhibitor: -31%; Abeta yeast res: -2%; HepG2 tox: -20%; Nrf2 inh: 4.1µM*; A549 tox: -25%; Akt phos inh: inactive; CCT chaperon mod: -2.0; Nrf2 activator: -0.6%

What do the screens show for `CCCN1CCN(C(=O)c2ccc(Sc3ccc(C)cc3)c(NC(C)=O)c2)CC1`?
Mm-Cpn inhibitor: -1%; TGFb inhibitor: 2%; Abeta yeast res: 1%; HepG2 tox: -30%; Nrf2 inh: 2%; A549 tox: -8%[1.84 µM]; Akt phos inh: inactive; CCT chaperon mod: -1.4; Nrf2 activator: -0.3%

Results for CC1CCCN(C(=O)NC(=O)c2ccc(Cl)cc2)C1 (centres undefined) ?
Mm-Cpn inhibitor: 3%; TGFb inhibitor: 2%; Abeta yeast res: 5%; HepG2 tox: 8%; Nrf2 inh: 5%; A549 tox: 2%; Akt phos inh: inactive; CCT chaperon mod: 1.8; Nrf2 activator: -0.2%

How did COc1cccc(-n2c(-c3ccccc3F)nc3c(cnn3-c3ccc(C)cc3)c2=O)c1 do in these assays?
TGFb inhibitor: inconclusive; Abeta yeast res: -13%; HepG2 tox: -1%; Nrf2 inh: -14%; A549 tox: inconclusive; Nrf2 activator: 5.0%

How did COC(=O)CSc1ccc2nnc(CCNS(=O)(=O)c3ccc(C)cc3)n2n1 do in these assays?
Mm-Cpn inhibitor: -2%; TGFb inhibitor: 4%&18%; Abeta yeast res: 9%&-7%; HepG2 tox: -20%&2%; Nrf2 inh: 0%&3%; A549 tox: -2%&4%; Akt phos inh: inactive; CCT chaperon mod: 0.0; Nrf2 activator: 0.1%&0.4%

How did Cc1sc2ncnc(SCC(=O)NNC(=O)c3ccco3)c2c1C do in these assays?
Mm-Cpn inhibitor: 2%; TGFb inhibitor: -2%; Abeta yeast res: -6%; HepG2 tox: -6%; Nrf2 inh: -13%; A549 tox: -6%; Akt phos inh: inactive; CCT chaperon mod: -2.5; Nrf2 activator: -0.5%

Results for CC(C)N(Cc1ccccc1)C(=S)Nc1ccc(F)cc1 ?
Mm-Cpn inhibitor: 1%; TGFb inhibitor: 2%; Abeta yeast res: 9%; HepG2 tox: 9%; Nrf2 inh: -15%; A549 tox: 5%; Akt phos inh: inactive; CCT chaperon mod: 0.8; Nrf2 activator: 2.9%

How did COC(=O)Cn1c(CN(Cc2ccccc2)Cc2ccccc2)nc2c1c(=O)[nH]c(=O)n2C do in these assays?
Mm-Cpn inhibitor: 0%; TGFb inhibitor: inconclusive; Abeta yeast res: -1%; HepG2 tox: -23%; A549 tox: 16%; Akt phos inh: inactive; CCT chaperon mod: -4.1; Nrf2 activator: 0.2%

Results for O=C(Nc1ccc(S(=O)(=O)Nc2ccccn2)cc1)c1cccc(Cl)c1 ?
Mm-Cpn inhibitor: -1%; TGFb inhibitor: 13%; Abeta yeast res: -13%; HepG2 tox: -2%; Nrf2 inh: -4%; A549 tox: -2%; Akt phos inh: inactive; CCT chaperon mod: -0.7; Nrf2 activator: 4.6%

What do the screens show for `COc1cc(CC(=O)OCC(=O)c2ccc[nH]2)cc(OC)c1OC`?
Mm-Cpn inhibitor: -3%; TGFb inhibitor: 2%; Abeta yeast res: 7%; HepG2 tox: 1%; Nrf2 inh: 6%; A549 tox: 2%; Akt phos inh: inactive; CCT chaperon mod: -1.3; Nrf2 activator: 0.4%

Results for CC(C)CCNc1nc(Nc2ccccc2)c2cnn(C)c2n1 ?
TGFb inhibitor: inconclusive; Abeta yeast res: -1%; HepG2 tox: -103%; A549 tox: 6%; Nrf2 activator: -3.9%

How did Cc1cc(C)c([C@@H]2C[C@H]3CN(C4CCCC4)C(=O)[C@]34CCCN24)c(-n2cccn2)c1 do in these assays?
Mm-Cpn inhibitor: 0%; TGFb inhibitor: -17%; Abeta yeast res: -9%; HepG2 tox: -19%; Nrf2 inh: 0%; A549 tox: 0%; Akt phos inh: inactive; CCT chaperon mod: 1.3; Nrf2 activator: -0.1%

Results for Cc1ccsc1C1Nc2ccccc2C(=O)N1O (centres undefined) ?
Mm-Cpn inhibitor: 4%; TGFb inhibitor: 0%; Abeta yeast res: 8%; HepG2 tox: -24%; Nrf2 inh: 1%; A549 tox: 0%; Akt phos inh: inactive; CCT chaperon mod: -0.3; Nrf2 activator: 14%

What do the screens show for `O=C(COC(=O)C1COc2ccccc2O1)Nc1cccc(F)c1` (centres undefined)?
Mm-Cpn inhibitor: -3%; TGFb inhibitor: 2%; Abeta yeast res: 30%; HepG2 tox: 4%; Nrf2 inh: 4%; A549 tox: 0%; Akt phos inh: inactive; CCT chaperon mod: -0.3; Nrf2 activator: -0.8%

Looked up by structure from above (2):
How did Cc1cc(C)c([C@@H]2C[C@H]3CN(C4CCCC4)C(=O)[C@]34CCCN24)c(-n2cccn2)c1 do in these assays?
Mm-Cpn inhibitor: 0%; TGFb inhibitor: -17%; Abeta yeast res: -9%; HepG2 tox: -19%; Nrf2 inh: 0%; A549 tox: 0%; Akt phos inh: inactive; CCT chaperon mod: 1.3; Nrf2 activator: -0.1%

Results for CC(C)N(Cc1ccccc1)C(=S)Nc1ccc(F)cc1 ?
Mm-Cpn inhibitor: 1%; TGFb inhibitor: 2%; Abeta yeast res: 9%; HepG2 tox: 9%; Nrf2 inh: -15%; A549 tox: 5%; Akt phos inh: inactive; CCT chaperon mod: 0.8; Nrf2 activator: 2.9%

The list continues:
Results for Cc1cc(-c2csc(NC(=O)c3ccc(C#N)cc3)n2)c(C)n1Cc1ccco1 ?
Mm-Cpn inhibitor: -6%; TGFb inhibitor: 11%; Abeta yeast res: -5%; HepG2 tox: 2%; Nrf2 inh: 5%; A549 tox: -1%; Akt phos inh: inactive; CCT chaperon mod: 0.9; Nrf2 activator: -1.1%

Results for CCN(CC(=O)N1CCC(C(N)=O)CC1)S(=O)(=O)c1cc(Cl)ccc1Cl ?
TGFb inhibitor: -7%; Abeta yeast res: -7%; HepG2 tox: -4%; Nrf2 inh: -13%; A549 tox: 0%; Akt phos inh: inactive; CCT chaperon mod: -1.4; Nrf2 activator: 0.3%

What do the screens show for `CC(=O)c1cccc(NC(=O)C2Cc3c(-c4cccc(C(C)=O)c4)ccnc3O2)c1` (centres undefined)?
TGFb inhibitor: -3%; Abeta yeast res: -2%; HepG2 tox: -6%; Akt phos inh: inactive; CCT chaperon mod: 2.5; Nrf2 activator: 3.1%

How did Cn1c(C(=O)N2CCN(C(=O)c3ccco3)CC2)cc2c(=O)n(C)c3ccccc3c21 do in these assays?
Mm-Cpn inhibitor: -2%; TGFb inhibitor: 3%; Abeta yeast res: 2%; HepG2 tox: 0%; Nrf2 inh: -2%; A549 tox: 0%; Akt phos inh: inactive; CCT chaperon mod: -0.1; Nrf2 activator: 0.0%

What do the screens show for `O=C(OCc1cnc(Cl)s1)c1cccs1`?
Mm-Cpn inhibitor: 2%; TGFb inhibitor: 1%; Abeta yeast res: -8%; HepG2 tox: -7%; Nrf2 inh: 3%; A549 tox: -4%; Akt phos inh: inactive; CCT chaperon mod: 0.9; Nrf2 activator: -0.6%

How did CCOC(=O)c1sc2nc(CN3CCN(c4cccc(C(F)(F)F)c4)CC3)[nH]c(=O)c2c1C do in these assays?
Mm-Cpn inhibitor: -1%; TGFb inhibitor: -17%; Abeta yeast res: -24%; HepG2 tox: -9%; Nrf2 inh: 0%; A549 tox: 15%; Akt phos inh: inactive; CCT chaperon mod: 1.8; Nrf2 activator: -0.3%

How did O=C(Nc1ccc(S(=O)(=O)N2CCOCC2)cc1)c1cc(-c2cc(Cl)ccc2O)n[nH]1 do in these assays?
Mm-Cpn inhibitor: 2%; TGFb inhibitor: inconclusive; Abeta yeast res: -10%; HepG2 tox: -127%; Nrf2 inh: -21%; A549 tox: -4%; Akt phos inh: inactive; CCT chaperon mod: 0.2; Nrf2 activator: 4.5%

Results for Cn1nc(C(=O)N2CCN(c3ccc([N+](=O)[O-])cc3)CC2)c2c1-c1ccccc1S(=O)(=O)C2 ?
Mm-Cpn inhibitor: 0%; TGFb inhibitor: 9%; Abeta yeast res: 14%; HepG2 tox: 8%; Nrf2 inh: -5%; A549 tox: -7%; Akt phos inh: inactive; CCT chaperon mod: -0.3; Nrf2 activator: -1.1%

What do the screens show for `CN(C)c1ccc(CNC(=O)c2ccc(Cn3c(=O)c4cccn4c4cccnc43)cc2)cc1`?
TGFb inhibitor: -23%; Abeta yeast res: -5%; HepG2 tox: -2%; Nrf2 inh: 27%; A549 tox: 8%; Nrf2 activator: 0.4%

Results for CCC(=O)Nc1nnc(S(=O)(=O)N(C)c2ccccc2)s1 ?
Mm-Cpn inhibitor: 0%; TGFb inhibitor: 11%; Abeta yeast res: -4%; HepG2 tox: 3%; Nrf2 inh: -6%; A549 tox: 5%; Akt phos inh: inactive; CCT chaperon mod: -0.6; Nrf2 activator: 0.0%

Screens from PubChem.
